From PubChem BioAssay
LAP4-GFP MLPCN = alters LAP4-GFP fluorescence in TOR pathway yeast screen; S. cerevisiae LAP4-GFP multiplex, flow cytometry GFP, 3 h; median GFP as percent of DMSO wells; GFP response vs DMSO, % at 10 µM; actives 0.34% (n = 320,000);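 active = GFP response vs DMSO above a set limit, about the screen mean plus 3 SD, cut at about 150% in these data; inconclusive = under 70 cell events counted for the yeast strain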
CIT2-GFP yeast = yeast TOR pathway CIT2-GFP modulation. AID 2029. S. cerevisiae CIT2-GFP strain, flow cytometry, 3 h; 100 means same as DMSO wells. GFP response vs DMSO, % at 10 µM. actives 0.065% (n = 320,000);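 active = GFP response relative to DMSO above a set limit, near the screen mean plus 3 SD, cut at about 150% in these data; inconclusive = Fewer than 70 cells measured for a yeast strain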;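 also: ratio of well median GFP fluorescence to mean of DMSO wells on the plate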
RPL19A TOR yeast = yeast TOR pathway RPL19A-GFP modulation; percent response vs DMSO, % at 10 µM; actives 0.3% (n = 330,000); S. cerevisiae RPL19A-GFP strain, flow cytometry, 3 h; stronger effect = lower value; AID 2025;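 active = percent response vs DMSO below 50%; inconclusive = fewer than 70 events counted for the yeast strain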;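 also: median channel GFP fluorescence of the barcoded RPL19A-GFP strain; ratio of sample median GFP to plate DMSO average so 100% = DMSO; lower means less RPL19A-GFP as with rapamycin TOR inhibition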
MEP2-GFP yeast = alters MEP2-GFP fluorescence in TOR pathway yeast screen; S. cerevisiae MEP2-GFP strain, flow cytometry GFP, 3 h; 100% = DMSO control level; actives 0.51% (n = 330,000); GFP response vs DMSO, % at 10 µM; AID 2016;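 active = GFP response versus DMSO above a set limit, roughly screen mean plus 3 SD, cut at about 180% in these data; inconclusive = fewer than 70 cells counted for a yeast strain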;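 also: median GFP fluorescence of the barcode-gated MEP2-GFP cells per well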
GRK2 inh = blocks RNA aptamer binding to human GRK2 | P25098 | inhibition of aptamer binding, % at 10 µM | bead flow cytometry, FAM-aptamer displacement from GRK2 | actives 0.59% (n = 330,000);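 active = inhibition of aptamer binding above 40%, roughly 3 SD of noise, on plates passing a quality check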;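 also: median bead fluorescence of bound FAM aptamer so fluorescent compounds give negative values; no value below 0 was filed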
Target sequence (P25098 whole entry, looked up): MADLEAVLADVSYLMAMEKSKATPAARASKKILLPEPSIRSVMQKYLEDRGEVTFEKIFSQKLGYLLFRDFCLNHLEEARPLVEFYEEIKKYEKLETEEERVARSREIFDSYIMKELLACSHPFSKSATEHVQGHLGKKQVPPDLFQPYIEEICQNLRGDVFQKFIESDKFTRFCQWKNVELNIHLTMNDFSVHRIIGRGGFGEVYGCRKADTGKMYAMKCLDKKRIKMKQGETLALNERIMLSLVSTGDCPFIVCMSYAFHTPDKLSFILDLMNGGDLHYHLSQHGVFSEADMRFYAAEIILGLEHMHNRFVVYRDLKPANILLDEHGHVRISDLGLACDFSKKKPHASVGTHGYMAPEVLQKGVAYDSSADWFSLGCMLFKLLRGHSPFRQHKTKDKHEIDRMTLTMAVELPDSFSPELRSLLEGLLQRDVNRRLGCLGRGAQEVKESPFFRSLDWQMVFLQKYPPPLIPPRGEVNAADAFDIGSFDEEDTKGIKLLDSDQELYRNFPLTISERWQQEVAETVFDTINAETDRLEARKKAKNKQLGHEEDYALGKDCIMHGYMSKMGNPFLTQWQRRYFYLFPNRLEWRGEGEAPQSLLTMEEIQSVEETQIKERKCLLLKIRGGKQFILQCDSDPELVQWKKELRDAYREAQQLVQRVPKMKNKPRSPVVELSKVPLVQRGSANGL
JMJD2C inh = blocks human GASC-1 demethylase activity. Q9H3R0. GST-JMJD2C(1-420) H3K9me3 demethylation, DELFIA europium. inhibition, % at 2.35 µM. actives 0.069% (n = 330,000);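 active = more than half of a compound's replicate wells show inhibition beyond 50%, single wells judged on their own value; inconclusive = some, but no more than half, of replicates pass 50% inhibition; inactive = no replicate passes 50% inhibition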;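 also: signal counts dimethyl H3K9 product captured on neutravidin plate; 0% = median of DMSO wells and 100% = 0.3 times that DMSO median; strong numbers were not always called active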
VLA-4 inh = inhibition in a human VLA-4 binding assay; actives 0.2% (n = 330,000); VLA-4 expressing cells, ligand binding flow cytometry; P13612; inhibition, % (about 7 µM as worked out from the volumes in the protocol); in the data active = inhibition above about 50%
AGP1-GFP MLPCN = yeast TOR pathway AGP1-GFP modulation | S. cerevisiae AGP1-GFP multiplex flow cytometry, 3 h; GFP as percent of DMSO wells | GFP response vs DMSO, % at 10 µM | actives 0.02% (n = 320,000) | AID 2066;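 active = GFP response relative to DMSO above a set limit, near screen average plus 3 SD, cut at about 150% in these data; inconclusive = fewer than 70 cells counted for the yeast strain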;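 also: median GFP channel fluorescence of the gated AGP1 strain per well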
The depositor's hits bear a star; ? = inconclusive; [ ] = remark or other dose.

Structure,LAP4-GFP MLPCN,CIT2-GFP yeast,RPL19A TOR yeast,MEP2-GFP yeast,GRK2 inh,JMJD2C inh,VLA-4 inh,AGP1-GFP MLPCN
Cc1[nH]c(=S)[nH]c(=O)c1Cc1ccccc1,107,105,105,109,8,6,-9,111
O=C(OCc1cc2ccccc2[nH]c1=O)c1cccc([N+](=O)[O-])c1,113,100,100,102,0,-2,1,100
O=[N+]([O-])c1ccccc1/C=C/C=N/n1c(-c2ccco2)n[nH]c1=S,97,105,108,111,3,5,7,109
Cc1cccc(-n2ncc3c(N4CC(C)CC(C)C4)ncnc32)c1 (stereo not drawn),103,91,95,102,0,-1,0,97
Nc1nnc(SCc2ccccc2Cl)s1,88[may fluoresce violet],?,46*[may fluoresce violet],222*[may fluoresce violet],4,18,20,?
Cn1nc2c3ccccc3n(Cc3ccc(F)cc3)c2nc1=S,112,110,103,107,2,2,-1,110
CO/N=C/c1ccc(OC)c(Oc2nc(OC)cc(OC)n2)c1,92,100,95,100,1,-1,0,91
Nc1ccccc1C#CC(=O)c1ccccc1,228*,96,85,118,0,6,6,121
Cc1ccc(S(=O)(=O)N2CCN(C(=O)N3CCOCC3)C2c2ccc(N(C)C)cc2)cc1 (stereo not drawn),95,101,101,104,0,5,3,101
O=C(Nc1ccccc1Cl)Nc1ccnn1C1CCN(C(=O)CCN2CCCO2)CC1,89,93,95,96,0,11,5,95
C#CCOCCOCCOCCNc1nc(N2CCOCC2)nc(N2CCN(C(=O)CCCCCCCCCCNC(=O)Cn3cc(CCCCCN)nn3)CC2)n1,96,95,93,96,0,-5,38,103
c1nnc(NC2=NCCCCC2)s1,99,104,101,107,2,11,-7,108
CS(=O)(=O)N(CC(=O)NCc1ccco1)c1ccccc1Cl,89,90,93,93,0,32,4,94
COc1ccccc1N1CCN(S(=O)(=O)c2c(C)sc3ncn(CC(=O)NCCN(C)C)c(=O)c23)CC1,90[may fluoresce violet],?,50[may fluoresce violet],258*[may fluoresce violet],2,-2,3,?
O=C(NC1CCN(Cc2ccccc2)CC1)C1COc2ccccc2O1 (stereo not drawn),106,108,105,105,1,-25,2,110
NC(=O)c1ccc[n+](CC(=O)c2ccc(NC(=O)c3ccccc3)cc2)c1,99,93,100,100,0,-4,13,97
Cc1cc(NC(=O)CCC(=O)N(CC(=O)NC2CCCC2)Cc2ccc3c(c2)OCO3)no1,100,110,102,103,0,-21,2,107
C/C(Cl)=C/CSc1nnc2n(N)c(=O)c3ccccc3n12,95,93,99,103,1,-6,30,101
Cc1ccc(COc2ccc(Br)cc2/C=N/O)cc1,123,83,99,102,3,-12,-11,90
CCOc1ccccc1NC(=O)/C(C#N)=C/c1c(C)nn(-c2ccc(F)cc2)c1Cl,87,107,102,106,2,-21,14,101
Cc1ccc2nc(Nc3nc(-c4ccccc4)cc(=O)[nH]3)nc(C)c2c1,87,91,96,118,0,-2,5,95
N#CCCN(C(=O)COC(=O)c1cc(=O)[nH]c2ccccc12)c1ccccc1,92,106,101,99,45*,3,10,103
CC1(C)CC(=O)C2=C(C1)N=C1SCCC(=O)N1C2c1cccc([N+](=O)[O-])c1 (stereo not drawn),90,99,94,98,3,8,-12,97
CN(C(=O)c1ccc(NC(=O)Cc2cccc(NC(=O)C3CCN(C(=O)C4CC4)CC3)c2)cc1)C1CCCC1,97,101,95,85,0,4,-3,95
CC(=O)Nc1cc(C(=O)N2CCCC2)ccc1S(=O)(=O)c1ccc(C)cc1,98,106,104,107,0,-9,6,109
CC(=O)c1c(C)[nH]c(C(=O)OCC(=O)NCCCc2ccccc2)c1C,97,97,95,93,0,-3,2,95
CC(C)n1nc(C(=O)Nc2nc3ccc(S(C)(=O)=O)cc3s2)c2ccccc2c1=O,98,95,96,108,7,0,-5,90
CC(C)c1nc(CNC(=O)CCc2nnc(-c3ccsc3)o2)cs1,93,102,110,109,4,-8,3,101

Reformatted with values ahead of the structure: entries from further up
LAP4-GFP MLPCN	CIT2-GFP yeast	RPL19A TOR yeast	MEP2-GFP yeast	GRK2 inh	JMJD2C inh	VLA-4 inh	AGP1-GFP MLPCN	SMILES
98	95	96	108	7	0	-5	90	CC(C)n1nc(C(=O)Nc2nc3ccc(S(C)(=O)=O)cc3s2)c2ccccc2c1=O
99	104	101	107	2	11	-7	108	c1nnc(NC2=NCCCCC2)s1

Shown with values ahead of the structure: 14 of the compounds above.
| LAP4-GFP MLPCN | CIT2-GFP yeast | RPL19A TOR yeast | MEP2-GFP yeast | GRK2 inh | JMJD2C inh | VLA-4 inh | AGP1-GFP MLPCN | SMILES |
| --- | --- | --- | --- | --- | --- | --- | --- | --- |
| 107 | 105 | 105 | 109 | 8 | 6 | -9 | 111 | Cc1[nH]c(=S)[nH]c(=O)c1Cc1ccccc1 |
| 113 | 100 | 100 | 102 | 0 | -2 | 1 | 100 | O=C(OCc1cc2ccccc2[nH]c1=O)c1cccc([N+](=O)[O-])c1 |
| 97 | 105 | 108 | 111 | 3 | 5 | 7 | 109 | O=[N+]([O-])c1ccccc1/C=C/C=N/n1c(-c2ccco2)n[nH]c1=S |
| 103 | 91 | 95 | 102 | 0 | -1 | 0 | 97 | Cc1cccc(-n2ncc3c(N4CC(C)CC(C)C4)ncnc32)c1 (stereo not drawn) |
| 88[may fluoresce violet] | ? | 46*[may fluoresce violet] | 222*[may fluoresce violet] | 4 | 18 | 20 | ? | Nc1nnc(SCc2ccccc2Cl)s1 |
| 112 | 110 | 103 | 107 | 2 | 2 | -1 | 110 | Cn1nc2c3ccccc3n(Cc3ccc(F)cc3)c2nc1=S |
| 92 | 100 | 95 | 100 | 1 | -1 | 0 | 91 | CO/N=C/c1ccc(OC)c(Oc2nc(OC)cc(OC)n2)c1 |
| 228* | 96 | 85 | 118 | 0 | 6 | 6 | 121 | Nc1ccccc1C#CC(=O)c1ccccc1 |
| 95 | 101 | 101 | 104 | 0 | 5 | 3 | 101 | Cc1ccc(S(=O)(=O)N2CCN(C(=O)N3CCOCC3)C2c2ccc(N(C)C)cc2)cc1 (stereo not drawn) |
| 89 | 93 | 95 | 96 | 0 | 11 | 5 | 95 | O=C(Nc1ccccc1Cl)Nc1ccnn1C1CCN(C(=O)CCN2CCCO2)CC1 |
| 96 | 95 | 93 | 96 | 0 | -5 | 38 | 103 | C#CCOCCOCCOCCNc1nc(N2CCOCC2)nc(N2CCN(C(=O)CCCCCCCCCCNC(=O)Cn3cc(CCCCCN)nn3)CC2)n1 |
| 99 | 104 | 101 | 107 | 2 | 11 | -7 | 108 | c1nnc(NC2=NCCCCC2)s1 |
| 89 | 90 | 93 | 93 | 0 | 32 | 4 | 94 | CS(=O)(=O)N(CC(=O)NCc1ccco1)c1ccccc1Cl |
| 90[may fluoresce violet] | ? | 50[may fluoresce violet] | 258*[may fluoresce violet] | 2 | -2 | 3 | ? | COc1ccccc1N1CCN(S(=O)(=O)c2c(C)sc3ncn(CC(=O)NCCN(C)C)c(=O)c23)CC1 |
